Screening results as filed in PubChem.
uPA generation: qHTS for Inhibitors of Cell Surface uPA Generation | cell surface uPA generation assay, qHTS | Potency, µM (titrated, usually from 38.3 µM), for the others: at the top dose activity change, negative = inhibition, hits mostly inhibitors | 0.31% of 330,000 active; active means well fitted inhibition curve with a large enough effect; inconclusive means small, poorly fitted or top-dose-only effect; inactive means no such curve, though single readings can be large or run the other way; tested in mouse RAW 264.7 cells; further: potency means the concentration at half of the fitted maximal effect; on the % scale 0 is the no-effect control and ±100 the full control effect; nearly all actives have a fitted effect of over 55% in size
Eya2 phos inh: qHTS Assay for Inhibitors of the Phosphatase Activity of Eya2. Protein phosphatase EYA2 (Homo sapiens), O00167. recombinant Eya2, OMFP fluorescence dephosphorylation (OMFP is methylfluorescein phosphate). Potency, µM (highest dose often 76.9 µM), inactives show top-dose activity, negative = inhibition, most hits filed as inhibitors. 0.006% of 330,000 active. AID 488837, 2010; further: potency means the concentration at half of the fitted maximal effect; on the % scale 0 is the no-effect control and ±100 the full control effect
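Eya2 (0.2 uM) preincubated 10 min at ambient with compound, then OMFP substrate added at 50 uM; 10 min reaction in 50 mM HEPES pH 7.5, 50 mM NaCl, 5 uM MgCl2, 0.05% BSA, 1 mM DTT. Fluorescence read at Ex 485/Em 525 nm.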
p53 reactivation: qHTS assay for re-activators of p53 using a Luc reporter | AID 504706, 2011 | 0.063% of 320,000 active | Potency, µM (doses to about 92.2 µM), without a hit: top-dose activity change, positive = activation, actives largely listed as activators | H1299 p53-A138V BP100-luciferase reporter, luminescence, 24 h; further: potency means the concentration at half of the fitted maximal effect; % of control where 0% means no effect; nearly all actives have a fitted effect of over 45% in size
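H1299 (p53-null), stable ts p53-A138V + BP100-Luc; 1000 cells/well, Opti-MEM/10% FBS; cpd 4 pt, 1:5; 24 h, 37 deg C, 5% CO2; detection reagent 10 min RT; luminescence.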
ASM inhibitor: Inhibitors of Secretory Acid Sphingomyelinase (S-ASM): qHTS. AID 504937, 2011. Potency, µM (highest dose often 57.5 µM), for the others: at the top dose activity change, negative = inhibition, actives largely listed as inhibitors. 0.006% of 340,000 active. placental ASM, HMU-PC fluorogenic substrate, 60 min; further: potency means the concentration at half of the fitted maximal effect
Target sequence (P17405 47-631 limits assumed): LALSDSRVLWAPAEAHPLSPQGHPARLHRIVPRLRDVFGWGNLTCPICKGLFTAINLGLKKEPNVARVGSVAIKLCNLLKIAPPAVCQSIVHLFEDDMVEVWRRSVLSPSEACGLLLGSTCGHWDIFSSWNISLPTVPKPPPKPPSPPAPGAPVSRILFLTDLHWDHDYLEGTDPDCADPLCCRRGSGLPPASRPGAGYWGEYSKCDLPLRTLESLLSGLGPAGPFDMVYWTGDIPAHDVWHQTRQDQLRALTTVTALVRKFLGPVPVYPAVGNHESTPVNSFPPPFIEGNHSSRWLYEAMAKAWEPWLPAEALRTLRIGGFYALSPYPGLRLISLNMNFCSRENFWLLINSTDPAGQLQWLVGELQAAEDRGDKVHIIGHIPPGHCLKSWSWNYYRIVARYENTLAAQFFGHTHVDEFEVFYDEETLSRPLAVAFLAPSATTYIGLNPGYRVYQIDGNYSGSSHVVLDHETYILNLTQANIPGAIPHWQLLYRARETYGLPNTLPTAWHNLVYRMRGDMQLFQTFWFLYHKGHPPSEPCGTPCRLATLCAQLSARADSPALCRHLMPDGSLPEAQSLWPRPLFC
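qHTS format. ASM enzyme prepared from human placenta hydrolyses the fluorogenic substrate HMU-PC0 (9 uM final) over 60 min at 37 °C after a 10 min compound preincubation.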
a7 integrin act: qHTS for Activators of Integrin-Mediated Alleviation for Muscular Dystrophy | alpha7betagal myoblasts, beta-gal FDG fluorescence, 48 h | Potency, µM (top dose mostly 38.3 µM), for inactives: top-dose activation, usual class: activators | 0.064% of 350,000 active;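 further: potency means the concentration at half of the fitted maximal effect; 100% = response of the positive control SU9516; nearly all actives have a fitted effect of over 60% in size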
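Alpha7betagal+/- myoblasts (passage 13) were plated 16-24 hr, then exposed to compounds (1:260 dilution of DMSO stock) for 48 hours at 37C. After MPER lysis, β-galactosidase reporter activity was read as FDG fluorescence (ex 480/em 540) after 30 minutes.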
USP2a block: qHTS Assay for Inhibitors of Ubiquitin-specific Protease USP2a Using CHOP2 as the Reporter. USP2 core, Ub-CHOP2 coupled fluorogenic reporter, 485/531. Potency, µM (highest dose often 38.3 µM), for inactives: at the highest dose activity change, negative = inhibition, usual class: inhibitors. Ubiquitin carboxyl-terminal hydrolase 2 (Homo sapiens), O75604. 0.01% of 330,000 active. AID 463254, 2010;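 further: potency means the concentration at half of the fitted maximal effect; plate controls were DMSO wells for no effect and full inhibition by NEM control for full effect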
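USP2 core (10nM final) preincubated 30min RT with compound in 20mM Tris-HCl pH 8.0, 2mM CaCl2, 2mM beta-mercaptoethanol, 0.05% CHAPS; 25nM Ub-CHOP2 plus 25nM reporter substrate added, fluorescence (Ex485/Em531) read after 60min.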
B2AR arrestin: qHTS assay of beta-arrestin-biased ligands of beta2-adrenergic receptor. Potency, µM (highest dose often 46.1 µM), without a hit: at the top dose activation, usual class: activators. AID 492947, 2010. 0.02% of 330,000 active. Beta-2 adrenergic receptor (Homo sapiens), P07550. beta-arrestin recruitment to beta2AR, cell-based reporter;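 further: potency means the concentration at half of the fitted maximal effect; 0% = DMSO controls and full agonism = EC100 isoproterenol or metaproterenol; nearly all actives have a fitted effect of over 65% in size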
Target sequence (P07550 whole entry, looked up): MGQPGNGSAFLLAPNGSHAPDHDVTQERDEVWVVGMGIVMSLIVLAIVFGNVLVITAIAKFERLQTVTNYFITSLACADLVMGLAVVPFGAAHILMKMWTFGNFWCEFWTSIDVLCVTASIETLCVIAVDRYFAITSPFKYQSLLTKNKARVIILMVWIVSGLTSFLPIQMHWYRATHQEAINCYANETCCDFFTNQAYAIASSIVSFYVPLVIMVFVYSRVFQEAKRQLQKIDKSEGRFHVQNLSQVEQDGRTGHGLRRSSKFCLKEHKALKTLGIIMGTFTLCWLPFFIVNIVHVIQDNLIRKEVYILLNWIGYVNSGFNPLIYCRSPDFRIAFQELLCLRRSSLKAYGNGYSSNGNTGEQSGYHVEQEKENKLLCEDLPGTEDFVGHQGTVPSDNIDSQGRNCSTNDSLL
TRPV1 ag: HTS Assay for Compounds that Act as Agonists of the Vanilloid Receptor 1; Transient receptor potential cation channel subfamily V member 1 (Homo sapiens), Q8NER1; TRPV1-expressing cells, Fluo-8 calcium influx, agonist mode; activation, % at 8.33 µM; 0.19% of 320,000 active; AID 540275, 2011; in the data active means activation above about 80%; inconclusive means between about 30% and that limit; further: 0% is about no effect
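TRPV1-expressing cells were cultured overnight at 35.5C and loaded with Fluo-8 calcium dye for 40 to 90 min at room temperature. After a 10 s baseline, compound was added and calcium influx was read kinetically for 3 min (ex 480/em 520 nm).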
ELG1 genotox: qHTS screen for small molecules that induce genotoxicity in human embryonic kidney (HEK293T) cells expressing luciferase-tagged ELG1; Potency, µM (titrated, usually from 46 µM), inactives show at the top dose activity change, positive = activation, hits mostly activators; HEK293T ELG1-luciferase reporter, luminescence, 16 h; 1.3% of 330,000 active; further: potency means the concentration at half of the fitted maximal effect; % of control where 0% means no effect; nearly all actives have a fitted effect of over 60% in size
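Cells (2,000/well) expressing the ELG1-luciferase fusion are dosed by pin tool and kept 16 hr at 37 °C, 5% CO2. Signal comes from ONE-Glo luciferase reagent after 30 min at room temperature.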
TSG101-PTAP inh: qHTS Assay for Iinhibitors of HIV-1 Budding by Blocking the Interaction of PTAP/TSG101; Tumor susceptibility gene 101 protein (Homo sapiens), Q99816; Fluorescence polarization, FITC-PTAP peptide / Tsg101 binding; Potency, µM (series often up to 115 µM), without a hit: at the top dose activity change, negative = inhibition, usual class: inhibitors; 340,000 tested, under 10 active; AID 493005, 2010; active means well fitted inhibition curve with a large enough effect in the main read-out, with a control signal flat, not every such curve was filed as active; inconclusive means small, poorly fitted or top-dose-only effect, or effect the other way, or a change in a side signal; inactive means no such curve, though single readings can be large or run the other way; further: potency means the concentration at half of the fitted maximal effect; % of control where 0% means no effect
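Fluorescence polarization binding of Tsg101 binding domain (10 uM final) to FITC-labeled PTAP peptide (50 nM final) in HEPES pH 7.5 buffer with NaCl, Tween 20, EDTA, TCEP. Compounds added before peptide; binding 20 min at RT.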
BRCA1 expr act: qHTS Assay to Identify Small Molecule Activators of BRCA1 Expression. Potency, µM (series often up to 46.1 µM), for the others: top-dose activation, most hits filed as activators. 1.1% of 380,000 active. MCF7-BRCA1-FFLuc reporter, luminescence, 48 h; response scale: scaled: vehicle 0%, 10 µM genistein 100%; further: potency means the concentration at half of the fitted maximal effect; nearly all actives have a fitted effect of over 80% in size; some results filed as inactive show a strong effect at the top dose
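MCF7-BRCA1-FFLuc, 2000 cells/well; 2 h attach, 37 °C/5% CO2; compound 48 h; luciferase substrate 15 min; luminescence end-point. Norm. to genistein 10 microM max activation and DMSO; concentration-response curves fitted.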
* hit, by the source's call; ? = inconclusive; / = not tested or not shown; & = joins results of further samples; [ ] = remark or other dose. Unless noted, the call rests on the fitted dose curve; in most records, active means well fitted curve in the direction sought with a large enough effect; inconclusive means small, poorly fitted or top-dose-only effect, or another doubt; inactive means no such curve, though single readings can be large; an effect the other way counts as inactive or inconclusive.

No. | Molecule | uPA generation | Eya2 phos inh | p53 reactivation | ASM inhibitor | a7 integrin act | USP2a block | B2AR arrestin | TRPV1 ag | ELG1 genotox | TSG101-PTAP inh | BRCA1 expr act
1 | COc1ccccc1C(=O)NCC(=O)OCc1csc(-c2ccccc2)n1 | -2.4% | -0.2% | 18.1% | -1.6% | 0.3% | 4.0% | -0.4% | -1.4 | 6.2% | -1.6% | 43.6%
2 | COC(=O)c1sccc1NC(=O)COc1ccc(Cl)cc1 | -0.3% | -5.8% | 14.9% | / | 19.9% | -0.5% | -0.2% | 12.2 | 1.5% | -0.1% | 20.4%
3 | CC(=O)N1c2ccc(S(=O)(=O)NCCC(=O)NC3CCC(C)CC3)cc2CC1C (stereo not given) | 7.6% | -7.3% | 9.8% | -0.8% | -13.6% | 2.1% | -0.1% | 1.1 | -0.5% | -0.5% | -0.2%
4 | N#Cc1cccc(S(=O)(=O)Nc2c(NC3CCCCC3)c3ccccc3oc2=O)c1 | -6.2% | -3.5% | -7.0% | -2.3% | 6.3% | -0.4% | -0.1% | 3.0 | 2.6% | -2.4% | -20.2%
5 | CCOc1ccc(C2C(C#N)=C(N)N(N(C)C)C3=C2C(=O)CC(C)(C)C3)cc1 (stereo not given) | -0.7% | 4.5% | -3.1% | -3.7% | 4.7% | 1.9% | -0.4% | 6.7 | 3.3% | -2.3% | 4.9%
6 | COc1ccc(Cn2c(=O)c3c(nc(NCCO)n3C)n(C)c2=O)cc1 | -5.0% | 4.3% | 1.5% | -0.2% | 5.5% | -1.2% | 0.3% | -1.0 | 5.9% | -6.5% | -15.3%
7 | CC(C)(C)OC(=O)N(CCc1ccccc1)Cc1ccc(OCc2cccc(NC(=O)C3CCCC3)c2)cc1 | -4.3% | / | / | -1.8% | -6.8% | / | / | / | / | -5.4% | -15.9%
8 | COc1ccc(CCNC(=O)COc2nsnc2N2CCOCC2)cc1OC | 3.5% | -8.9% | -2.8% | 4.7% | 3.6% | -2.0% | -0.2% | -2.6 | 2.2% | 1.3% | 0.6%
9 | COc1ccc(-c2cc(C(F)(F)F)n3nc(C(=O)N4CCOCC4)nc3n2)cc1 | -1.6% | -6.2% | -1.8% | 193.1%[activator] | -11.8% | 0.3% | -0.5% | -1.8 | -5.0% | -1.2% | 2.2%
10 | CSc1nc2nc(C(F)(F)F)cc(-c3ccccc3)n2n1 | -0.6% | 6.2% | -3.4% | 137.0%[activator] | 14.9% | 2.0% | 0.0% | 0.9 | -0.3% | -6.2% | -32.0%
11 | Cc1cccc(CCNC(=O)Cn2ncc3c([nH]c4ccccc43)c2=O)c1 | 5.8% | -16.5% | 1.8% | -1.7% | -14.2% | 5.2% | 0.0% | 1.4 | 0.8% | -2.1% | 0.8%
12 | COc1ccc2nc(NC(=O)C3COc4ccccc4O3)sc2c1 (stereo not given) | 0.9% | 0.1% | ? | -6.9% | 11.0% | -1.3% | 0.2% | / | ? | 1.1% | ?
13 | COC(=O)C12CC3CC(C1)CC(n1cnc(Cl)n1)(C3)C2 | -3.7% | -18.5% | -5.0% | 1.7% | -23.5% | -0.4% | -0.8% | -2.7 | 1.3% | -3.4% | 0.0%
14 | COc1cc(OC)cc(-c2c(C#Cc3ccsc3)c3cc(-c4ccc5[nH]ccc5c4)ccc3n2C)c1 | 10.2% | 17.5% | 23.4% | 41.4% | 0.0% | 0.5% | 0.0% | 2.0 | -2.3% | 6.8% | 0.0%
15 | CN(Cc1cccnc1)Cc1cn(Cc2ccccc2)nc1-c1ccc2c(c1)OCO2 | 3.8% | 8.3% | -5.2% | 4.2% | 0.4% | -1.2% | 0.1% | 2.6 | -5.5% | 0.3% | -19.6%
16 | COc1cc(CNCCc2ccc(S(N)(=O)=O)cc2)ccc1OCC(=O)N1CCCCC1 | 3.4% | -4.0% | 10.7% | 3.7% | 12.9% | 0.3% | -1.1% | -5.5 | 2.2% | -3.9% | 4.0%
17 | CC(=O)Nc1ccc(S(=O)(=O)N(C)CC(=O)OCC(=O)c2ccc[nH]2)cc1 | 4.1% | -9.6% | 5.1% | 1.5% | 11.4% | 1.0% | -0.2% | / | 1.3% | 0.2% | -16.4%
18 | O=C(CN1CCN(S(=O)(=O)c2ccc(Cl)cc2)CC1)NC1CCCC1 | -6.2% | 19.9% | 9.9% | -0.5% | 1.2% | 0.5% | -0.1% | -1.4 | -0.8% | -3.0% | -2.1%
19 | COc1cccc(/C=C(\CC(=O)O)c2nc3ccccc3s2)c1 | -1.5% | 2.2% | 0.1% | 7.9% | 1.0% | -1.6% | 0.0% | 2.9 | 1.4% | -2.8% | 0.0%
20 | CCCCOc1ccc(NC2=NC3(CCCC3)N=C(N)N2)cc1 | -1.9% | -2.1% | -13.6% | -6.8% | 0.0% | -0.8% | 0.1% | 2.5 | -8.7% | -4.7% | -70.9%
21 | Fc1ccc(SCCc2ccccn2)cc1 | 1.1%&2.9% | 3.3%&2.4% | 8.3%&14.9% | 3.6%&-1.8% | -6.9%&3.1% | 10.0%&8.9% | 0.3%&-0.5% | / | ? | -4.0%&-0.1% | 65.3%&26.3%
22 | O=C(/C=C/c1ccc(F)cc1)Nc1nc2ccccc2[nH]1 | / | 2.2% | 12.9% | / | / | 0.3% | -0.9% | -1.5 | ? | / | /
23 | CCCN1C(=O)/C(=C/C=C2\N(CC)c3ccccc3C2(C)C)SC1=S | 1.9% | 24.8% | -0.1% | -20.7% | -13.0% | 11.1% | 0.6% | 15.1 | -3.1% | ? | -25.7%
24 | CC(C)C[C@H]1CNC(=S)N1CC1CCCN1C[C@H](Cc1ccc(O)cc1)N1C[C@H](Cc2ccccc2)N(CC2CCCCCC2)C1=S (stereo not given in full) | -7.8% | / | / | -24.4% | -25.3% | / | / | / | / | -1.4% | -42.4%
25 | Cc1ccc(NC(=O)CN(C)C(=S)NC2CC2)cc1 | 7.1% | -3.4% | -2.9% | 0.4% | -8.7% | 2.2% | -0.1% | 4.6 | 2.3% | -0.2% | 70.3%
26 | COCc1nc2oc3ccc(C)cc3c(=O)c2cc1C(=O)OC | -8.2% | -5.4% | 1.6% | 6.4% | -29.8% | 8.8% | 0.1% | 0.4 | ? | -1.9% | 3.16µM*
27 | Cc1cccc(OCC(=O)Nc2ccc3c(c2)C(=O)NC3=O)c1 | -12.1% | 0.8% | -4.4% | 0.3% | -11.5% | -0.3% | 0.2% | ? | -3.9% | -4.7% | -10.7%
28 | COC(C[C@H]1O[C@H]1[C@@H](O)[C@H](C)OCc1ccccc1)OC | 3.1% | ? | -1.9% | 5.7% | 15.5% | 0.0% | -0.1% | 2.9 | 2.7% | 0.1% | -13.0%
29 | O=C(CCCn1c(=O)oc2ccccc21)N1CCN(c2ccc(F)cc2)CC1 | -0.2% | -12.4% | 0.6% | -3.9% | -24.7% | 8.9% | 0.4% | 11.6 | -1.1% | 0.8% | 3.2%
30 | CCN(c1cccc(C)c1)S(=O)(=O)c1ccc(-c2cc(C)no2)s1 | ? | -4.0% | -2.9% | -0.5% | -30.4% | -1.0% | -0.2% | -6.3 | -2.6% | -3.5% | -47.8%
31 | Cc1cccc(C)c1NC(=O)CN1CCc2ccccc2C1 | -2.8% | / | / | 4.7% | -23.0% | / | / | / | / | -7.2% | 2.6%
32 | COCCCNC(=O)C1CCCN(S(=O)(=O)c2cccc3nsnc23)C1 (stereo not given) | 2.0% | -0.4% | -2.1% | 14.4% | ? | 3.9% | 0.0% | -0.2 | 2.3% | 0.4% | 22.9%
33 | O=C(CN1C(=O)S/C(=C\c2ccccc2F)C1=O)NCCCn1ccnc1 | -4.0% | 9.1% | -0.8% | -1.2% | 0.0% | -1.6% | -0.1% | 8.8 | -1.2% | -2.5% | 0.0%
34 | CC(C)(C)NC(=O)C(c1ccncc1)N(C(=O)c1csnn1)C1CC1 (stereo not given) | 0.3% | 16.6% | 2.3% | 4.3% | -8.1% | -1.1% | 0.3% | 2.0 | 8.5% | -8.4% | -0.3%
